HSF1 inh = HSF1 inhibitors in luciferase reporter cells, primary screen, cell-based, NIH3T3, luminescence | NIH3T3-HGL HSE-luciferase, MG132-induced, luminescence 8 h; active compounds read low | 300,000 tested, 0.77% active | activity change, negative = inhibition, % at 7.5 µM (by protocol);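 active = more than half of replicate wells show activity change below -50%, luminescence cut by over half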;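 also: luciferase reports HSF-1 transcriptional activity via heat shock element; 0% = median of DMSO wells and -100% = zero luminescence signal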
GSK3 alpha inh = blockers of GSK3A enzyme activity – biochemical, luminescence, cell-free homogeneous, HTS, primary screen; GSK-3 alpha kinase, ADP-Glo luminescence, 60 min; inhibition, % at 10 µM; 320,000 tested, 0.1% active; AID 2650, 2010;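 in the data active = inhibition above about 50%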;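 also: GST-tagged GSK-3 alpha with peptide substrate and 25 µM ATP; 0% = DMSO neutral wells and 100% = GW8510 positive control wells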
Target sequence (P49840 whole entry, looked up): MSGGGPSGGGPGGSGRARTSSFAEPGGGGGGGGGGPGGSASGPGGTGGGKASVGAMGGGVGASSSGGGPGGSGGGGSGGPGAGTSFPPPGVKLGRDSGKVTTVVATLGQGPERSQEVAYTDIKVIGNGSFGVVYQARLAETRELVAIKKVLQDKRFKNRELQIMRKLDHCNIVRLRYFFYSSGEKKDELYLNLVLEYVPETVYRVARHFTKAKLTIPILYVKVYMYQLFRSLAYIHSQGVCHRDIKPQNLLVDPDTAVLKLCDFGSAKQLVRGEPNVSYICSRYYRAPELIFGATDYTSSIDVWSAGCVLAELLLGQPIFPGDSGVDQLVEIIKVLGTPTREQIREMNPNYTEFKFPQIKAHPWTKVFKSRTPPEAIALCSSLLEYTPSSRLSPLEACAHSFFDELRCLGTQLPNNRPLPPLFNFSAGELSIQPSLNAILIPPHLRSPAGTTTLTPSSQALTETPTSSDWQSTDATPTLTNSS
HSP90 inh = HSP90 inhibitors, primary screen, cell lysate, luminescence. Heat shock protein HSP 90 (rabbit reticulocyte lysate; luciferase refolding). Rabbit reticulocyte lysate, luciferase refolding luminescence, 3 h. inhibition, % at 5.6 µM. 290,000 tested, 0.91% active;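 active = inhibition above the screen-wide mean plus 3 SD, computed separately per campaign, cut at about 16% in these data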;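 also: 0% = DMSO wells and 100% = 60 µM geldanamycin wells; inhibitors lower the luminescence because luciferase stays unfolded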
aSyn UTR inh = MLPCN primary screen, SNCA 5' untranslated region | alpha-synuclein 5'UTR reporter, inhibitor activity | inhibition, % (tested at 7.5 µM) | 300,000 tested, 0.82% active | AID 1813, 2009; in the data active = inhibition above about 60%;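 also: H4 neuroglioblastoma cells stably carrying SNCA 5'UTR luciferase fusion; 0% = DMSO wells and 100% = positive control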
IEC-6 tox = cytotoxicity in IEC-6 intestinal epithelial cells, primary screen, cytotoxicity control for KLF5 inhibitor project, cell-based, luminescence; IEC-6 cytotoxicity, luminescence viability; inhibition, % at 5 µM; 290,000 tested, 0.78% active; AID 1825, 2009; in the data active = inhibition above about 22%;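 also: 0% = plate median of test compound wells and 100% = cytotoxic reference compound wells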
DYRK1A inh = rat Dyrk1A kinase inhibitors, primary screen, biochemical, single point, plate reader. AID 504441, 2011. inhibition, % at 12.5 µM. Dual specificity tyrosine-phosphorylation-regulated kinase 1A (Rattus norvegicus), Q63470. ADP-Glo luminescence, NFATc1 peptide. 310,000 tested, 0.43% active; in the data active = inhibition above about 50%;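 also: plate controls were vehicle with enzyme for no effect and no enzyme for full effect; many of its hits are not listed in these tables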
KLF5 inhibitor = KLF5 expression inhibitors, primary screen, DLD-1 cells, luminescence | 290,000 tested, 0.23% active | AID 1700, 2009 | DLD-1 KLF5 promoter-luciferase reporter | inhibition, % at 5 µM;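 active = inhibition above a per-plate limit of that plate's mean compound inhibition plus 3 SD, cut at about 60% in these data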;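 also: 0% = DMSO wells and 100% = LY294002 at 200 µM; higher means less KLF5 promoter-driven luciferase light; inactives centre near -14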
HSF-1 act = HSF-1 activators, primary screen, NIH3T3-HGL cells, MG132 stress, luminescence, single point. NIH3T3-HGL HSF-1 luciferase reporter, 8 h; 100% = twice DMSO control signal. activation, % at 9 µM. 300,000 tested, 1.7% active. AID 504408, 2011;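 active = mean replicate activation of at least 50% with a set share of replicates each reaching 50%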;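 also: 0% = median of the neutral control wells and 100% = twice that signal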
GSK3beta inhib = human GSK3beta kinase inhibitors, primary screen, biochemical, cell-free homogeneous, HTS; activity score (negative = inhibition), % at 10 µM; AID 2097, 2009; Glycogen synthase kinase-3 beta (Homo sapiens), P49841; GST-GSK3beta kinase, ADP-Glo luminescence, 60 min; active compounds read low; 300,000 tested, 0.038% active;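 active = more than half of replicate wells score below -50%, meaning over 50% inhibition versus plate controls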;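 also: 0% = median DMSO wells and -100% = median GW8510 positive control wells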
Target sequence (P49841 whole entry, looked up): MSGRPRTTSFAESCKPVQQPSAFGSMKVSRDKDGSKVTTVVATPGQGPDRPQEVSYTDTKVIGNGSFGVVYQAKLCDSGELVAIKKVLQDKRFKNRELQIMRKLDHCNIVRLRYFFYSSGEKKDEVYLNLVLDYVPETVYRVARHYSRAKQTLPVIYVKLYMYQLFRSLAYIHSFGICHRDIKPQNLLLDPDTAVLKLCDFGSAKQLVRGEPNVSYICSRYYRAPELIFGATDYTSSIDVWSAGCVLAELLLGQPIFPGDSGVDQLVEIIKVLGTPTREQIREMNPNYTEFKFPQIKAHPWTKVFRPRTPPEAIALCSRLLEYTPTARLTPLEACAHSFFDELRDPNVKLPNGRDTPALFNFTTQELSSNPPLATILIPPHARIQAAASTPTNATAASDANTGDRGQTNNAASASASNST
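Test system – GST-tagged human GSK3beta kinase, cell-free · Incubation – 60 min enzyme reaction, room temperature · Signal – ADP-Glo luminescence · Also added – peptide substrate and ATP at 25 µM · Controls – DMSO neutral wells and GW8510 at 20 µM as positive · Buffer or medium – Tris/MgCl2 kinase buffer · Measure – Luminescence-derived activity versus plate DMSO and GW8510 wells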
Platelet DG rel = inhibitors of platelet dense granule secretion, primary screen, cell-based, MLPCN, human platelets; 300,000 tested, 0.22% active; human platelet-rich plasma, SFLLRN dense granule ATP release, luminescence; inhibition, %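 (compounds screened at 7.5 µM in platelet-rich plasma)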;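 active = mean replicate score, as percent of positive control, at or above 50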
Starred values were filed as active, the others as inactive; / = not tested or not shown.

Values in the order: HSF1 inh, GSK3 alpha inh, HSP90 inh, aSyn UTR inh, IEC-6 tox, DYRK1A inh, KLF5 inhibitor, HSF-1 act, GSK3beta inhib, Platelet DG rel
> NS(=O)(=O)c1ccc(CNC(=O)c2ccccc2SCC(=O)N2CCCC2)cc1
 : 1, 9, /, 5, /, 0, /, 26, 0, 6
> Cc1nnc(NC(=O)C(c2ccccc2)c2ccccc2)s1
 : 6, 4, -1, 16, 5, -7, 6, 34, -4, 2
> COc1cccc(/C(O)=C2/C(=O)C(=O)N(Cc3cccnc3)C2c2ccco2)c1 (stereo not drawn)
 : -37, /, -1, -3, -4, -2, -52, -49, 4, -1
> COc1cc(NC(=O)CN2CCN(Cc3ccc4c(c3)OCO4)CC2)cc(OC)c1
 : 0, 3, -1, 13, -1, -4, -33, 6, 0, 0
> CC(CN1C(C)CCCC1C)OC(=O)c1ccccc1Cl (stereo not drawn)
 : -2, 0, 2, -2, -3, /, -7, -5, 2, -8
> Cc1cccc(OCC(=O)Nc2ccccc2C(=O)N2CCOCC2)c1
 : -6, -1, 0, 2, -2, -1, 9, 2, 1, 19
> O=C(COc1ccccc1[N+](=O)[O-])c1ccccc1
 : -7, -2, 0, 3, 0, 4, -24, -7, -2, -5
> N#Cc1ccc(OCc2nnc(-c3ccc([N+](=O)[O-])cc3)o2)cc1
 : 1, -2, 1, -1, -7, -1, -9, 9, 0, 2
> COc1cccc(NC(=O)CNC(C)CCC(C)C)c1 (stereo not drawn)
 : 5, /, 3, 8, 1, 19, -2, 3, -6, 5
> Cc1nn(CC(=O)N2CCOCC2)c(=O)c2nn(-c3ccccc3)c(C)c12
 : -25, -4, 1, -10, -2, -12, -30, -41, -2, 1
> CCCCOP(=O)(c1ccc(N(C)C)cc1)C(O)c1ccncc1 (stereo not drawn)
 : -9, -2, 2, -5, 5, -2, -13, -3, 2, 3
> Cc1cc(C)c(Cn2ncn(-c3ccc(Br)cc3)c2=O)c(C)c1
 : 3, -1, 0, 2, -1, /, -43, 17, 2, -7
> COC(=O)c1ccc2c(=O)n(CC3CCCO3)c(=S)[nH]c2c1 (stereo not drawn)
 : -4, 2, 5, -18, -2, -7, -2, -4, -4, -6
> O=C(c1ccccc1)N1CCN(C(=O)N2CCOCC2)CC1
 : -4, -2, -2, 3, -6, -3, -32, 39, 3, 0
> O=[N+]([O-])C(=C1SCCS1)C(=C(Cl)Cl)N1CCCCC1
 : -8, -5, 2, 15, 0, -2, -27, 4, 1, -10

Next structures
Values in the order: HSF1 inh, GSK3 alpha inh, HSP90 inh, aSyn UTR inh, IEC-6 tox, DYRK1A inh, KLF5 inhibitor, HSF-1 act, GSK3beta inhib, Platelet DG rel
> Cn1c(=O)c2c(-c3ccc(C(C)(C)C)cc3)n(N3CCOCC3)cc2n(C)c1=O
 : -16, 1, 3, 16, 3, -14, -15, 0, -1, -34
> CN(C)c1ccnc(-n2cccc2/C=N/OCc2ccc(F)cc2Cl)c1C#N
 : 2, -2, 8, 8, -2, 0, -2, 5, -3, -16
> Cc1ccc(NC(=O)CN(C)C(=O)COC(=O)CCS(=O)(=O)c2ccc(C)cc2)cc1
 : 4, 2, -2, 0, -7, -3, -10, 3, 1, -11
> COc1ccc(C(=O)Oc2ccc(F)cc2C(=O)/C=C/c2ccc(OC)c(OC)c2)cc1
 : 1, 1, -3, -52, -8, 3, -11, 10, -1, 0
> Cc1ccnc2nc(C(=O)OCC(=O)c3c[nH]c4ccccc34)nn12
 : 2, -4, 0, -7, 5, -1, -17, -12, 3, 19
> COc1cc(/C=N/NC(=O)c2cc(-c3ccccc3OC(C)C)nc3ccccc23)ccc1O
 : -7, 0, -3, 43, 4, -1, -10, -9, 0, 7
> COc1ccc(C(C(=O)NC2CCCC2)N(Cc2ccco2)C(=O)c2snc(C(N)=O)c2N)cc1OC (stereo not drawn)
 : -10, 0, -1, 9, 0, 7, 3, 0, -2, 3
> CCNC(=O)NC(=O)CSc1cccc(C(F)(F)F)c1
 : 13, 5, 3, 4, -4, -7, -32, 41, -5, -3
> Cc1ccc(S(=O)(=O)NNC(=O)C(=O)NNS(=O)(=O)c2ccc(C)cc2)cc1
 : /, 2, 7, -2, -4, 1, -24, /, 2, 3
> CCn1c(=O)c2cc(C(=O)NCc3cccs3)sc2c2ccccc21
 : /, 1, 2, /, 0, 13, -27, /, /, /
> CCCCOC(=O)Nc1nnc(COc2ccccc2)s1
 : -4, 3, -1, 12, -2, -5, -12, -10, -4, 0
> O=C(CN(c1cccc([N+](=O)[O-])c1)S(=O)(=O)c1ccccc1)N1CCCCC1
 : 3, 0, -2, -4, -1, -5, -4, -8, 1, 1
> CC(=O)NNC(=S)NCCc1ccccc1
 : 3, 5, 3, 25, -2, /, -33, -4, 2, -13
> CN(C(=O)c1ccc(OC2CCN(S(=O)(=O)N(C)C)CC2)cc1)C1CCCCC1
 : 2, 0, -2, -1, -2, -1, 2, 4, 2, 10
> CC(=O)NNC(=S)NC(=O)C(c1ccccc1)c1ccccc1
 : -27, 0, 2, 30, 1, 4, 15, -43, -2, -1

(further entries)
Values in the order: HSF1 inh, GSK3 alpha inh, HSP90 inh, aSyn UTR inh, IEC-6 tox, DYRK1A inh, KLF5 inhibitor, HSF-1 act, GSK3beta inhib, Platelet DG rel
> Cc1cccc(N2CCN(C(=O)c3ccc(N4CCCC4=O)cc3)CC2)c1C
 : -5, -1, -2, 38, 2, -8, 10, -19, 5, -2
> Cc1cccc(C)c1NC(=O)COC(=O)C1Cc2ccccc2CN1C(=O)c1ccccc1 (stereo not drawn)
 : -6, -5, 4, 0, 7, 7, 4, 1, -25, -12
> C=CCn1c(=O)c(C(=O)NC(C)c2ccccc2)c(O)c2ccccc21 (stereo not drawn)
 : -8, -4, 1, -3, 3, -7, -39, 5, 7, 2
> O=C(Nc1ccc2c(c1)OCO2)c1ccc(COc2ccc3c(c2)CCC3)o1
 : 14, -3, 11, -76, 3, -4, -55, 40, -1, 3
> COC(=O)C(CCSC)NC(=O)Cn1ncc2c(=O)oc3ccc(C)cc3c21 (stereo not drawn)
 : 3, -1, -4, 18, -8, 1, -11, -8, -1, 2
> COc1ccccc1C(=O)NCC(=O)N/N=C(\C)Cc1ccccc1
 : 5, -1, -4, -20, -8, 5, 4, 19, 2, -5
> COc1ccc(NC2CCCN(C(=O)CCc3scnc3C)C2)cc1 (stereo not drawn)
 : 4, -5, 0, -5, 8, 7, -9, -1, -2, 6
> CCCCCCNC(=O)c1cc(-c2ccco2)nc2ccccc12
 : 14, 0, -3, -8, -1, -3, -34, 31, 1, -5
> N#CC(=C=[N-])c1nc2ccccc2nc1-[n+]1cccc(NC(=O)c2ccc(F)cc2)c1
 : -1, 2, 0, -2, 0, /, -16, -19, 1, 6
> Cc1ccc(-c2ccc(=O)n(CCC(=O)NCc3ccccn3)n2)cc1
 : 1, 0, 1, 5, -1, 4, -2, -15, -2, -7
> CCCNS(=O)(=O)c1cccc(C(=O)NNC(=O)c2cc(C)oc2C)c1
 : -5, -2, /, 8, /, -3, /, -12, 2, 6
> Cc1c(OCC(=O)NCCCN2CCOCC2)ccc2c(-c3ccccc3)cc(=O)oc12
 : -4, -1, -3, -12, -7, 7, -28, -1, 4, 2
> O=C(NCc1ccc(Cl)cc1)C1CCN(S(=O)(=O)c2ccccc2)CC1
 : 7, -2, 2, -8, 2, /, -10, 5, 3, 0
> Cc1ccc(CSc2nnc(-c3ccccn3)n2N)cc1
 : 5, -6, -3, -43, 2, /, -23, 16, -2, 5
> Cc1cc(C(=O)OCC(=O)NNC(=O)c2cccs2)ccc1[N+](=O)[O-]
 : 3, -1, /, 17, /, 6, /, 5, 7, 11

Going on with the list.
Values in the order: HSF1 inh, GSK3 alpha inh, HSP90 inh, aSyn UTR inh, IEC-6 tox, DYRK1A inh, KLF5 inhibitor, HSF-1 act, GSK3beta inhib, Platelet DG rel
> CCN1C(=O)C(O)(CC(=O)c2ccc3c(c2)OCCO3)c2ccccc21 (stereo not drawn)
 : -8, -4, 1, 18, -5, 13, -38, -19, 1, 6
> CC(C)Cc1nn2c(N)c(/C=C3\C=Nc4ccccc43)c(=O)nc2s1
 : 10, 0, 0, -9, -3, -3, -7, 27, -5, -1
> Cc1ccc(C)c(NC(=O)Cn2nc([N+](=O)[O-])c(Br)c2C)c1
 : -1, /, 0, 12, 2, -10, -22, -14, 2, 1
> NC(=O)C1CCN(C(=O)c2ccc([N+](=O)[O-])cc2NC(=O)c2cccs2)CC1
 : 1, 2, -2, -18, 1, 28, -7, -5, 0, 3
> CCOC(=O)Cn1c(N)c(C(=O)OC)sc1=S
 : -4, -1, -3, -6, -1, 1, -27, -4, -1, 22
> CN(C)CCCN(C(=O)c1ccco1)c1nc2ccc(Br)cc2s1
 : 7, /, -1, -20, 5, -7, -14, 5, -2, -18
> NC(=O)CSc1nc2ccc([N+](=O)[O-])cc2[nH]1
 : 6, 5, 4, 6, 8, 17, -24, 16, 0, 5
> COc1cc(S(=O)(=O)NCCOC23CC4CC(CC(C4)C2)C3)c(OC)cc1Cl
 : 5, -3, 1, 5, -5, -4, -33, 19, 1, 8
> CN(C)S(=O)(=O)Nc1cccc(NC(=O)CC23CC4CC(CC(C4)C2)C3)c1
 : 6, -2, 3, -13, -4, 5, -13, 21, -2, -11
> COc1cccc(NC(=O)CSc2nncn2N)c1
 : 1, -1, -4, -8, -2, 9, -8, -12, 1, 3
> O=C(CSc1nnc(Cc2cccs2)n1-c1ccccc1)NC1CCCCC1
 : 0, -2, 3, 8, -9, 7, -35, -3, 0, 7

Taken from the entries so far, 2 compounds:
Values in the order: HSF1 inh, GSK3 alpha inh, HSP90 inh, aSyn UTR inh, IEC-6 tox, DYRK1A inh, KLF5 inhibitor, HSF-1 act, GSK3beta inhib, Platelet DG rel
> CCN1C(=O)C(O)(CC(=O)c2ccc3c(c2)OCCO3)c2ccccc21 (stereo not drawn)
 : -8, -4, 1, 18, -5, 13, -38, -19, 1, 6
> CC(C)Cc1nn2c(N)c(/C=C3\C=Nc4ccccc43)c(=O)nc2s1
 : 10, 0, 0, -9, -3, -3, -7, 27, -5, -1

Screening data deposited in PubChem by several laboratories.

An excerpt; the hit share may differ from the screen's.
